Bioassay records as filed in PubChem BioAssay.
14-3-3g Raf: modulators of 14-3-3 gamma protein binding, primary screen, biochemical, fluorescence polarization; inhibition, % at 40 µM; hit rate 0.19% among 160,000; FP, 14-3-3gamma / TMR-pS259-Raf peptide binding; in the data active = inhibition above about 30%;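 note: 0% = protein plus tracer without compound and 100% = blank with tracer alone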
Target sequence (P61981 whole entry, looked up): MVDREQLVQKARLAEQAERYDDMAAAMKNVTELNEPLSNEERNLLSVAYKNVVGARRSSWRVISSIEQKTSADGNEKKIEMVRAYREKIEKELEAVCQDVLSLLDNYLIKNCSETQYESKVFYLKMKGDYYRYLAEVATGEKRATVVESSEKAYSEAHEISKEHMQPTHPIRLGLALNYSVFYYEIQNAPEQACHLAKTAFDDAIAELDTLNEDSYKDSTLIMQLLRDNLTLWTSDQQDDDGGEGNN
Numbers without * were called inactive; & = joins results of further samples.

SMILES	14-3-3g Raf
CCOC(=O)C1CCN(CC(=O)N2CCCc3c2c(=O)oc2ccc(OC(C)=O)cc32)CC1	-0.5
CCN(CC)C(=O)c1cc2cc3cc(OC)ccc3nc2s1	2.0
CC(C)(C)Oc1ncc(Br)c(OC(C)(C)C)n1	-2.5
CCCc1nnc(NC(=O)CC(=O)OCC)s1	-17.2
CC1=C(C(=O)Nc2cc(C)ccn2)C(c2ccc3c(c2)OCO3)C2=C(CCCC2=O)N1 (stereo not drawn)	-3.5
CC1CC(N(C(=O)C2CC2)c2ccccc2)c2ccccc2N1C(=O)C1CC1 (stereo not drawn)	-6.6&-8.9
COc1ccc(NC(=O)CSc2nc(CSc3ccc(C)cc3)cc(=O)[nH]2)cc1	-24.2
COc1ccc(S(=O)(=O)N(CC(=O)Nc2cc(C)cc(C)c2)c2ccc(Cl)cc2)cc1	-3.7
Cc1cc2oc(=O)c3c(c2cc1OC(=O)c1ccco1)CCCC3	-8.4
O=C(CSc1ccccn1)Nc1ccc2c(c1)C(=O)c1ccccc1C2=O	-26.5
COc1ccc(C2=NN(C(=O)c3ccccc3Br)C(c3cccc([N+](=O)[O-])c3)C2)cc1 (stereo not drawn)	0.0
Fc1ccccc1-c1n[nH]c(=S)n1-c1ccccc1	3.1
COC(=O)c1c(C)oc(C)c(C(=O)OC)c1=O	2.3
Cc1nnc(NC(=O)CS(=O)(=O)c2cn(Cc3ccccc3Cl)c3ccccc23)s1	-0.9
O=C(c1cc(Sc2ccc(F)cc2)nc2ccccc12)N1CCOCC1	-6.4
CCN1CCN(C(=O)c2cn(CC)c3ccc(S(=O)(=O)N4CCCC4)cc3c2=O)CC1	-1.2
CCC(C)(C(=O)NC1CCCC1)N(C(=O)c1cnccn1)c1c(C)n(C)n(-c2ccccc2)c1=O (stereo not drawn)	1.1
CCn1c(SCC(=O)Nc2cccc(NC(C)=O)c2)nnc1C(C)C	2.8
O=C(CNC(=O)c1cc2c(=O)n3ccccc3nc2s1)c1ccccc1	-39.3
Cc1cc2c(N3CCC(C)CC3)ncnc2s1	-13.1
Cc1ccc(CNS(=O)(=O)c2ccc(F)c(C(=O)Nc3cccc(C)c3)c2)cc1	-3.8
COc1ccc(OC)c(S(=O)(=O)Nc2ccccn2)c1	1.5
Cc1cc(C)cc(N2C(=O)CSC2c2ccc(Br)cc2)c1 (stereo not drawn)	0.0
O=C(c1ccco1)N1CCN(C(c2ccccc2F)c2nnnn2Cc2cccs2)CC1 (stereo not drawn)	-11.4

Structural class, the entries above containing four or more nitrogen atoms (5)
SMILES	14-3-3g Raf
Cc1nnc(NC(=O)CS(=O)(=O)c2cn(Cc3ccccc3Cl)c3ccccc23)s1	-0.9
CCN1CCN(C(=O)c2cn(CC)c3ccc(S(=O)(=O)N4CCCC4)cc3c2=O)CC1	-1.2
CCC(C)(C(=O)NC1CCCC1)N(C(=O)c1cnccn1)c1c(C)n(C)n(-c2ccccc2)c1=O (stereo not drawn)	1.1
CCn1c(SCC(=O)Nc2cccc(NC(C)=O)c2)nnc1C(C)C	2.8
O=C(c1ccco1)N1CCN(C(c2ccccc2F)c2nnnn2Cc2cccs2)CC1 (stereo not drawn)	-11.4

(further entries)
SMILES	14-3-3g Raf
Cc1cc(C(=O)CSc2nc3ccccc3c(=O)[nH]2)c(C)n1C	-5.4
CCNC(=O)CCCOc1ccc(Cl)cc1Cl	-3.2
CCN(C(=O)Cn1c(=O)n(-c2ccc(OC)c(OC)c2)c(=O)c2ccccc21)c1cccc(C)c1	-6.6
COc1cccc(NC(=O)c2oc3ccc(S(=O)(=O)N(C)C4CCCCC4)cc3c2C)c1	-2.2
O=C(c1ccc2c3c(cccc13)C(=O)N(O)C2=O)N1CCCCC1	-2.4
Fc1ccc(N2CCN(c3nc(-c4cccs4)cc(C(F)(F)F)n3)CC2)cc1	-8.5
O=C(c1ccc(Sc2nnc(Cc3ccccc3)n2-c2ccccc2)c([N+](=O)[O-])c1)N1CCCC1	-6.1
CC(NC(=O)Cn1ccsc1=N)C12CC3CC(CC(C3)C1)C2 (stereo not drawn)	-3.8
O=C(c1cccs1)N(Cc1nc2sc3c(c2c(=O)[nH]1)CCCC3)C1CCCC1	-3.7
O=C1CCCC2=C1C(c1ccccn1)c1c(ccc3ncccc13)N2 (stereo not drawn)	-8.4
CN(C(=O)C(Cl)Cl)c1ccc(OC(=O)c2ccco2)cc1	3.8
CCOc1ccc(Nc2cc(C(=O)NCc3ccccn3)c3ccccc3n2)cc1	-4.4
CC(C)N1C(=O)C2ON(c3ccccc3)C(c3ccc([N+](=O)[O-])cc3)C2C1=O (stereo not drawn)	-0.7
Cc1ccc(C2CC(C(F)(F)F)n3ncc(C(=O)Nc4ccc(C)c(C)c4)c3N2)cc1 (stereo not drawn)	0.3
O=c1/c(=C/c2cccc3ccccc23)sc2ncnn12	1.4
CCc1c(C)sc(NC(=O)c2cc(-c3ccc4c(c3)OCO4)on2)c1C#N	-14.9
O=C(NCCOc1ccc(Cl)cc1)c1cccs1	-1.8
CCOC(=O)c1ccc(N2C(=S)NC3CC2(C)Oc2c(OC)cccc23)cc1 (stereo not drawn)	6.0
NC(=O)c1c(NC(=O)CSc2nc(-c3cccs3)cc(C(F)(F)F)n2)sc2c1CCC2	-18.8
COc1ccc(-c2cc(C(=O)Nc3sc4c(c3C(N)=O)CCCCC4)c3ccccc3n2)cc1	-104.9
C=CCSc1nnc2c(n1)OC(c1ccc(OCCC)cc1)Nc1ccccc1-2 (stereo not drawn)	-24.3
COc1cc(C(=O)Nc2ccc(Cl)cn2)cc(OC)c1OC	1.5
Cc1ccccc1NC(=O)N(CCOC1CC2CCC1(C)C2(C)C)C1CCCCC1 (stereo not drawn)	-1.2
CCOC(=O)C1=C(C)N=C2SC(C)C(=O)N2C1c1ccc(OC(C)=O)c(OC)c1 (stereo not drawn)	3.5
Cc1ccc(C(=O)N2N=C3CCCCC3C2(O)C(F)(F)F)o1 (stereo not drawn)	-2.3
COc1ccc(CNc2ccc(-c3ccc(OC)cc3)nn2)cc1	-5.1
Cc1ccc(-c2n[nH]c(=O)c3ccccc23)cc1S(=O)(=O)N(C)CCO	3.5
COc1ccc2c(c1)N(C(=O)CSc1n[nH]c(C)n1)C(C)(C)C=C2C	3.9
O=C(c1cccnc1)N1CCC(c2nc3ccccc3[nH]2)CC1	1.4
COc1ccccc1NC(=O)C(C)NS(=O)(=O)c1ccccc1 (stereo not drawn)	-5.4
CC(C)(C)c1ccc(-c2cc3ncc(-c4ccccc4)c(N)n3n2)cc1	-23.1
CCc1cccc(NC(=O)Nc2cccs2)c1	-12.6
COc1ccc(N2CSC3=C(C#N)C(c4ccc(OC)c(OC)c4)CC(=O)N3C2)c(OC)c1 (stereo not drawn)	-18.0
C=CCNC(=O)C1CC(c2cccc(OC)c2)=NO1 (stereo not drawn)	0.3
COc1ccc(C2NC(=S)NC(C)=C2C(=O)Nc2ccc(F)cc2)c(OC)c1 (stereo not drawn)	1.4
CC(=O)C1=NN(c2ccc(Br)cc2)C2C(=O)N(c3ccc(C)cc3)C(=O)C12 (stereo not drawn)	-16.4
CCn1c(SCC(=O)Nc2cc(F)ccc2C)nnc1-c1ccccc1O	8.1
CCCOc1nnc(-c2ccc(C)cc2)c2ccccc12	-13.2
COc1cccc(NC(=O)CSc2nc3n[nH]c(C)c3c(=N)n2-c2cccc(OC)c2)c1	4.6
CCCCOC(=O)C1=C(C)NC2=C(C(=O)CC(C)(C)C2)C1c1cc2c(cc1Br)OCO2 (stereo not drawn)	-3.1
COc1ccc(-c2nnc(Sc3nc4ccccc4o3)c3ccccc23)cc1	-2.9
O=C1CCc2cc(S(=O)(=O)Nc3ccc(OC(F)(F)F)cc3)ccc2N1	-35.7
CN(C)S(=O)(=O)c1ccc2c(c1)C(CC(=O)O)NC2=O (stereo not drawn)	-2.7
Cc1ccc(Cl)cc1N1CCN(C(=O)CCNC(=O)Cn2ccc3ccccc3c2=O)CC1	-0.9
O=C(c1cn(-c2ccccc2)nc1-c1ccccc1)N1CCOCC1	-2.9
Cc1noc(C)c1S(=O)(=O)N1CCCC(C(=O)NCCC2=CCCCC2)C1 (stereo not drawn)	-14.0
CCSc1nnc2c(n1)OC(c1ccc(OC)c(OC)c1)Nc1ccccc1-2 (stereo not drawn)	-15.1
COc1ccc(NC(=O)c2cnc3ccccc3n2)c(OC)c1	-1.4
Cc1oc2ccc(OC(=O)c3ccc([N+](=O)[O-])cc3)cc2c1C(=O)OC(C)C	-4.5
COc1ccc2sc(C)nc2c1NC(C)=O	6.8
COc1ccccc1C1(CCNC(=O)c2ccccc2C(=O)O)CCOC(C)(C)C1 (stereo not drawn)	4.7
COCCN1Cc2cccc(C(=O)Nc3c(C)cc(C)cc3C)c2C1=O	-10.0
Cc1ccc(S(=O)(=O)c2nc(N)sc2Cl)cc1	-10.6
CC(=O)/C(C[N+]1(C)CCCCC1)=N\O	-3.6
O=C(Nc1ccccc1)N(C1=NCCCCS1)c1ccccc1	-5.6
O=C(Nc1ccc(-c2nc3cc(Cl)ccc3o2)cc1)c1cc([N+](=O)[O-])ccc1Cl	-81.5
O=C(NC1CCCCC1)N1CCC(n2cnc3ccccc32)CC1	4.0
C#CC(C)(C)NC(=O)CCCCCN1C(=O)c2ccccc2C1=O	-5.4
O=C(Nc1ccc(S(=O)(=O)N2CCCCC2c2cccnc2)cc1)c1cccc(Br)c1 (stereo not drawn)	-13.7
CC(C)(C)N1C(=O)Cc2c1nc(N)c1c(N)nc(N3CCCCC3CO)c(C#N)c21 (stereo not drawn)	-2.5

New compounds follow
SMILES	14-3-3g Raf
COc1cc(OC)cc(C(=O)Nc2c3c(nn2C(C)(C)C)CSC3)c1	-2.5
CC(NC(=O)c1c(NC(=O)c2ccccc2F)sc2c1CCCCC2)c1ccccc1 (stereo not drawn)	-1.7
CSCCC(C(=O)Nc1ccc(C)cc1C)N1C(=O)C2C3c4ccccc4C(c4ccccc43)C2C1=O (stereo not drawn)	-12.6
CCc1ccc(NS(=O)(=O)c2ccc(C)cc2)cc1	-17.4
O=C(Nc1nc(-c2ccc(Cl)cc2)cs1)c1ccc2c(c1)OCO2	-4.9
O=C(CSCc1cccc(F)c1)NC1CCCCCC1	2.2
CCOc1ccc2[nH]c(=O)c(CN(CC3COCCO3)C(=O)c3ccco3)cc2c1 (stereo not drawn)	-1.0
Cc1ccc(S(=O)(=O)NC(=O)Nc2nc(-c3ccccc3)cs2)cc1	-6.5
C/C(=C\C(=O)c1ccc(Br)cc1)N1CCCCC1	1.0
Cc1ccc2c(c1)N(C(C)C(=O)n1ccnc1)C(=O)CO2 (stereo not drawn)	-3.6
COC(=O)CCCNC(=O)Cn1cnc2sc3c(c2c1=O)CCCC3	-3.3
O=C1CC(C(=O)N2CCN(c3ccc(F)cc3)CC2)CN1CCc1ccccc1 (stereo not drawn)	-7.5&-3.9

Ordered by molar mass (ascending): six of the compounds above
SMILES	14-3-3g Raf
Cc1ccc2c(c1)N(C(C)C(=O)n1ccnc1)C(=O)CO2 (stereo not drawn)	-3.6
O=C(CSCc1cccc(F)c1)NC1CCCCCC1	2.2
C/C(=C\C(=O)c1ccc(Br)cc1)N1CCCCC1	1.0
COc1cc(OC)cc(C(=O)Nc2c3c(nn2C(C)(C)C)CSC3)c1	-2.5
Cc1ccc(S(=O)(=O)NC(=O)Nc2nc(-c3ccccc3)cs2)cc1	-6.5
CCOc1ccc2[nH]c(=O)c(CN(CC3COCCO3)C(=O)c3ccco3)cc2c1 (stereo not drawn)	-1.0

Going on with the list.
SMILES	14-3-3g Raf
COCCNC(=O)c1c(N)n(CCC2=CCCCC2)c2nc3ccccc3nc12	-17.9
COC(=O)c1sc(S(=O)(=O)NC23CC4CC(CC(C4)C2)C3)c(C(=O)OC)c1C	-8.9
CC(=O)c1ccc(OCCCC(=O)N2CCN(S(=O)(=O)c3cccs3)CC2)cc1	0.5
COc1ccc(C(=O)NCCSCc2ccco2)cc1OC	2.8&4.4
COc1ccc(NC(=O)c2cc(OC)c(OC)c(OC)c2)cc1	-9.6
CCC(=O)NC(c1ccc2c(c1)OCO2)c1cc([N+](=O)[O-])c2cccnc2c1O (stereo not drawn)	-4.2
O=C1c2ccccc2S(=O)(=O)N1Cc1nnc(-c2ccccc2Br)o1	-1.7
Cc1ccc(C2CC(=O)C3=C(C2)Nc2ccccc2N(C(=O)CCC(=O)O)C3c2ccc(C)cc2)cc1 (stereo not drawn)	4.2
O=C(CSc1nnc(-c2ccco2)c(-c2ccco2)n1)c1ccc(Cl)cc1	-87.1
Cc1ccc(CNC(=O)C2CCN(S(=O)(=O)c3cccc4nsnc34)CC2)cc1	18.8
COc1ccccc1N1CCN(c2cc(=O)n(-c3ccc(Br)cc3)c(=O)[nH]2)CC1	-2.4
CS(=O)(=O)N(CC(=O)N1CCOCC1)Cc1ccccc1	3.0
CN(C)C(=O)c1nc(C#N)c(N(C)C)o1	-6.4
Cc1c(C(=O)NCCN(C)C)oc2ccc(S(=O)(=O)N3CCCCCC3)cc12	-0.9
O=C1C(=O)c2ccccc2C(O)=C1c1ccccc1F	1.9
O=C1CC(N2CCN(Cc3ccc4c(c3)OCO4)CC2)C(=O)N1c1ccccc1 (stereo not drawn)	-0.6
COC(=O)c1ccc(C(=O)OCCCc2nc3ccc(N)cc3[nH]2)cc1	-4.2
CCOC(=O)c1cnc2ccc(Br)cc2c1Nc1ccccc1O	-6.2
CCCSc1nc2c(c(=O)[nH]c(=O)n2C)n1Cc1ccc(C)cc1	-6.7
CCOc1cccc(-c2nn3c(-c4ccco4)nnc3s2)c1	-4.2
O=C(Nc1cc(C(=O)N2CCC(Cc3ccccc3)CC2)ccc1N1CC2CC(C1)c1cccc(=O)n1C2)c1ccc(F)cc1 (stereo not drawn)	-14.2
Cc1csc(SCC(=O)Nc2nc3ccccc3s2)n1	-16.2
O=C(O)C1CSC(c2ccc(OCc3ccc(F)cc3)cc2)N1 (stereo not drawn)	4.8
COc1ccc(-n2nc3c(c2NC(=O)c2cc([N+](=O)[O-])ccc2Cl)CSC3)cc1	-2.7
CCCCOC(=O)c1cc(=O)[nH]c(=O)[nH]1	-7.2
CCOc1ccc(NC(=O)c2ccccc2NC(=O)c2ccccc2)cc1	-3.1
COc1ccc(CN2CC(C(=O)NCCC3=CCCCC3)CC2=O)cc1 (stereo not drawn)	-3.7
COc1ccc(CN2CN(C(C)(C)C)CSC2=S)cc1	-3.1
Cc1ccc(NC(=O)c2ccco2)c(NC(=O)c2cccs2)c1	-8.0
COC(=O)c1cc(-c2c(C)nn(-c3ccccc3)c2C)n[nH]1	-3.1

The list is partial; the hit share may differ from the screen's.
